# TNAP act hi DEA: increases human TNAP activity under high phosphate acceptor concentration | P05186 | purified TNAP, CDP-star luminescence, 1 M DEA, 30 min; active compounds read high; 0 = EDTA background, 1 = DMSO-only activity | activation factor at 20 µM | 200,000 tested, under 10 active | AID 1136;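 active = activation factor at least 2 at 20 µM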
# Target sequence (P05186 whole entry, looked up): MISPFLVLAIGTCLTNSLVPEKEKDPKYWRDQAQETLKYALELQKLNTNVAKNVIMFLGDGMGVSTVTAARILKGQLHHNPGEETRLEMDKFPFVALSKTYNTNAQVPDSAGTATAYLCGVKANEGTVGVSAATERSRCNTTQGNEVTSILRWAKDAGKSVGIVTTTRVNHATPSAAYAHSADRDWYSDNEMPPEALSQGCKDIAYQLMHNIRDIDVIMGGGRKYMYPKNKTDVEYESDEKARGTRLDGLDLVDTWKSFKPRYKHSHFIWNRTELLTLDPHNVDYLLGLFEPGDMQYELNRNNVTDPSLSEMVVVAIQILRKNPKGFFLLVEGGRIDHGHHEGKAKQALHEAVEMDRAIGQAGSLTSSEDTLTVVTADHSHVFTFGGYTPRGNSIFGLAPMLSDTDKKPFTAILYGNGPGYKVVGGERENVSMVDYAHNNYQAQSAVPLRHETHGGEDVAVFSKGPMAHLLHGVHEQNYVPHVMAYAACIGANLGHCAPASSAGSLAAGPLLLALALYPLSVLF
#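 Test system – human TNAP · Doses – 20 µM single point · Incubation – 30 min, room temperature · Signal – luminescent substrate turnover signal · Read-out basis – activation factor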
# G6PDH counter: inhibits Leuconostoc G6PDH, flagging false hits in G6PDH-based assays. Purified L. mesenteroides G6PDH, diaphorase/resazurin coupled fluorescence, 45 min. inhibition, % at 5 µM. 0.12% of 200,000 active. AID 1020; in the data active = inhibition above about 50%
# PMI act satM6P: PMI (human) activation, high substrate | P34949 | coupled PMI enzyme assay, resazurin fluorescence, 20 min; active compounds read high; 1 = untreated enzyme, 0 = substrate-free blank | activation factor at 20 µM | 0.34% of 190,000 active;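 active = activation factor of 2 or more at 20 µM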
# Target sequence (P34949 whole entry, looked up): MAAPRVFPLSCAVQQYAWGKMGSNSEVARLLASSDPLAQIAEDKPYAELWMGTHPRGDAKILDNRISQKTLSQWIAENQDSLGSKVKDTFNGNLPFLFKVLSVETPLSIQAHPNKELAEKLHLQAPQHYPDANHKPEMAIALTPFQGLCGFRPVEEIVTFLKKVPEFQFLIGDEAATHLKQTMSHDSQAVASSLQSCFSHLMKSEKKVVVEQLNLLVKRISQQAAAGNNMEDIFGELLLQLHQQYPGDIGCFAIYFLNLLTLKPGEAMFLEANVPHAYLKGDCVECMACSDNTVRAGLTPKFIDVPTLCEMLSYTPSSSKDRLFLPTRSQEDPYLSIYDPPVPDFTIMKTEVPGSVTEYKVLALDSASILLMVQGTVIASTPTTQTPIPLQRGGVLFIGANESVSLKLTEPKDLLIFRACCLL
#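 Test system: Human PMI in coupled enzyme assay | Input: 15 ng/mL PMI | Medium: HEPES-buffered pH 7.4 with magnesium and detergent | Compound: One concentration, 20 µM, in 1% DMSO | Incubation: Enzyme reaction with compound 20 min at room temperature | Detection: Diaphorase-driven resazurin-to-resorufin fluorescence, excitation 544, emission 590 nm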
# HMGR II inh: inhibitors of class II HMG-CoA reductase from Enterococcus faecalis; purified E. faecalis HMGR, NADPH absorbance 340 nm kinetic; inhibition, % at 10 µM; 0.41% of 190,000 active;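 active = inhibition above a set limit, the median over all tested compounds plus 3 SD, cut at about 9.5% in these data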;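 note: enzyme runs in reverse so mevalonate oxidation gives rising NADPH absorbance; 0% = complete reaction with DMSO and 100% = background rate lacking mevalonate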
# TNAP inh hi DEA: inhibitors of human TNAP at high phosphate acceptor concentration; purified TNAP, CDP-star luminescence, 1 M DEA; inhibition, % at 20 µM; 0.03% of 200,000 active;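 active = over 50% inhibition of tissue-nonspecific alkaline phosphatase at 20 µM in the single-dose screen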;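 note: plate controls were DMSO wells for no effect and EDTA-quenched wells as full inhibition for full effect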
# Diaphorase inh: inhibits diaphorase or chemically oxidizes, flagging diaphorase assay artifacts. diaphorase resazurin-to-resorufin fluorescence, NADH, 16 min; bacterial (C. kluyveri) enzyme, not human. inhibition, % at 20 µM. 0.69% of 190,000 active;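 active = primary screen inhibition at 20 µM above a set limit, cut at about 50% in these data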;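 note: plate controls were DMSO with full reaction for no effect and wells lacking NADH for full effect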
#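 controls = No-NADH positive control and DMSO neutral control | system = Clostridium kluyveri diaphorase enzyme | timing = reaction incubation of 16 min at room temperature | signal = resorufin fluorescence 544/590 nm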
# TNAP inh no acc: inhibitors of human TNAP without phosphate acceptor. AID 1012. purified TNAP, CDP-star luminescence, 30 min. P05186. 0.26% of 200,000 active. inhibition, % at 20 µM;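 active = tissue-nonspecific alkaline phosphatase inhibition above about 50% at 20 µM in the single-dose screen, limit read from the data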;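 note: 0% = DMSO negative control and 100% = EDTA positive control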
# FLuc stim CS: firefly luciferase counter-screen for stimulation assays; 200,000 tested, under 10 active; P08659; activation factor at 10 µM; ATPlite luciferase biochemical, luminescence, 10 min; 0 = ATP-free wells, 1 = DMSO control;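 active = luciferase activation factor, scaled between plate controls, of at least 2 with compound at 10 µM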
#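 assay system = Luciferase/luciferin detection reagent, cell-free biochemical luciferase assay | also added = ATP substrate | times = 10 min post-reagent at room temperature | measured by = luminescence from luciferase reaction | measure = luciferase activation, seen as luminescence increase over controls | benchmarks = low control with PBS replacing ATP, high control enzyme plus ATP without compound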
# Diaphorase act: activates diaphorase or chemically reduces, flagging diaphorase assay artifacts; Diaphorase/resazurin coupled assay, resorufin fluorescence, 16 min; active compounds read high; 1 = vehicle wells, 0 = NADH-free wells; activation factor at 20 µM; 0.005% of 190,000 active; AID 1229;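 active = diaphorase activity raised at least twofold by the compound at 20 µM; inactive = activation factor below 2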
#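 Measured by – red resorufin fluorescence at 544/590 nm excitation/emission · Test system – Clostridium kluyveri diaphorase, purified enzyme · Incubation – reaction time 16 min, room temperature · Buffer or medium – 50 mM HEPES pH 7.4 with 4.542 mM MgCl2, 0.005% Tween 20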
# PMI act: phosphomannose isomerase (human) activation. purified human PMI, coupled resazurin fluorescence, 20 min; active compounds read high; 1 = vehicle control, 0 substrate-free wells. 0.005% of 190,000 active. P34949. AID 1214. activation factor at 20 µM;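 active = activation factor of 2 or more at 20 µM, relative to plate controls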
# Active calls of the source: *; x = not tested or not shown.
1) CCN1CCN(C(c2ccccc2)c2nnnn2Cc2ccccc2)CC1 (stereo not drawn)
2) O=C(NC1CCCCC1)c1cc(Cl)nc2ccccc12
3) CNC(=S)N1CCN(CCNC2=CC(=O)CC(C)(C)C2)CC1
4) CCOC(=O)CS(=O)(=O)CC(=O)Nc1ccc([N+](=O)[O-])cc1OC
5) C=CCNC(=O)CN(c1cc(Cl)ccc1OC)S(=O)(=O)c1ccc(C)c([N+](=O)[O-])c1
6) O=C1C(c2ccc(F)cc2)N(CC2COc3ccccc3O2)C(=O)CN1C1CCCCC1 (stereo not drawn)
7) CC(C)c1cc(C(=O)NCc2ccco2)no1
8) CN1CCN(C2=Cc3ccc(Cl)cc3Sc3ccc(F)cc32)CC1

Screen / compound no.	1	2	3	4	5	6	7	8
TNAP act hi DEA	1	1	1	1.1	1	1	1	1
G6PDH counter	7	2	9	-1	12	6	11	6
PMI act satM6P	1.4	1	1	1	0.9	0.5	0.9	0.9
HMGR II inh	8	1	6	0	5	0	-3	-7
TNAP inh hi DEA	-3	-4	-2	-7	-4	-2	4	-1
Diaphorase inh	13	6	0	4	28	8	17	5
TNAP inh no acc	-12	-6	-3	-8	-10	-5	-8	-6
FLuc stim CS	1.1	1	1.1	1.1	1.1	1	1	1
Diaphorase act	0.9	0.9	1	1	0.7	0.9	0.8	0.9
PMI act	1.3	1	1	1	0.9	1	0.8	0.9

# An excerpt from above in order of their number in Diaphorase inh, highest first:
nr	SMILES	Diaphorase inh
5	C=CCNC(=O)CN(c1cc(Cl)ccc1OC)S(=O)(=O)c1ccc(C)c([N+](=O)[O-])c1	28
6	O=C1C(c2ccc(F)cc2)N(CC2COc3ccccc3O2)C(=O)CN1C1CCCCC1 (stereo not drawn)	8
3	CNC(=S)N1CCN(CCNC2=CC(=O)CC(C)(C)C2)CC1	0

# The listing continues:
9) N/C(CSc1ccc(Cl)cc1)=N\NC(=O)c1ccncc1
10) O=C(Nc1ccc2c(c1)OCO2)C1CCN(C(=O)c2ccc([N+](=O)[O-])cc2)CC1
11) COc1ccccc1C(C)NCC(=O)Nc1ccccc1C(F)(F)F (stereo not drawn)
12) COc1ccc(OCC(Cn2cnc3ccccc32)OC(C)=O)cc1 (stereo not drawn)
13) O=C1c2ccccc2NC(c2ccccn2)N1c1ccc(Cl)cc1 (stereo not drawn)
14) CC(C)CNc1nc2c(c(=O)n(C)c(=O)n2C)n1Cc1cccc(Br)c1
15) COc1ccc(/C=C/C(=O)OCC(=O)Nc2cccc(C(C)=O)c2)cc1
16) Cn1c(=O)c2c(nc(N3CCCCCC3)n2CCSc2nc3ccccc3o2)n(C)c1=O

Screen / compound no.	9	10	11	12	13	14	15	16
TNAP act hi DEA	1	1	1	1	1	1	1	1.1
G6PDH counter	10	8	18	4	-3	-17	4	-3
PMI act satM6P	0.9	0.8	0.9	1.1	0.9	0.9	1	1
HMGR II inh	1	-5	-1	-2	-5	1	0	-3
TNAP inh hi DEA	2	-3	-1	1	-3	-1	0	-6
Diaphorase inh	-11	10	2	4	26	14	13	9
TNAP inh no acc	-108	-5	5	0	-15	-6	-19	-18
FLuc stim CS	1	1.1	1	1	1	1	1	1.1
Diaphorase act	1.1	0.9	1	1	0.7	0.9	0.9	0.9
PMI act	1	1	0.9	1.1	0.9	0.9	0.8	1

17) c1ccc(CN(Cc2ccccc2)c2nn[nH]n2)cc1
18) Cc1ccc(SCC(=O)NCCSC(C)(C)C)cc1
19) CN(C)Cc1c(O)ccc2oc(Cc3ccccc3)cc12
20) COc1ccc(C(=O)Cn2nnc(-c3ccccc3F)n2)cc1
21) O=C(COC(=O)COc1ccccc1)Nc1ccc(OC(F)(F)F)cc1
22) CCCC(C(=O)NC(C)(C)C)N(CC1CCCO1)C(=O)c1snc(C(N)=O)c1N (stereo not drawn)
23) C/C(CC(=O)N(C(C)C)C(C)C)=N\NC(=O)COc1ccc(Br)cc1Br
24) Cc1sc2ncnc(N3CCC(C)CC3)c2c1C

Screen / compound no.	17	18	19	20	21	22	23	24
TNAP act hi DEA	1.1	1	1	1.1	1	1.1	1	1
G6PDH counter	11	16	23	0	5	8	8	2
PMI act satM6P	1.1	1	1.2	1.1	0.9	1	0.9	1.2
HMGR II inh	2	-3	-2	x	0	-7	0	0
TNAP inh hi DEA	-10	-3	-2	-6	-2	-7	-4	-4
Diaphorase inh	-28	10	-5	3	18	-11	12	10
TNAP inh no acc	-7	-18	14	-5	-7	2	-2	-12
FLuc stim CS	1.1	1	1	1.1	1	1	0.9	1
Diaphorase act	1.3	0.9	1	1	0.8	1.1	0.9	0.9
PMI act	1.2	1	0.9	1.1	0.8	1	0.9	1.2

25) Cc1cccc(C)c1N(CC(=O)Nc1cccc(N(C)S(C)(=O)=O)c1)S(C)(=O)=O
26) CN(Cc1ccccc1)c1ccc(N2C(=O)CCCC2=O)cc1[N+](=O)[O-]
27) N#C/C(=C/c1ccc(CNS(=O)(=O)c2ccccc2)o1)C(N)=O
28) CCCn1c(=O)c2[nH]c(C3CCCC3)nc2n(CCC)c1=O
29) CCOc1ccccc1NC(=O)COC(=O)c1cccc(-c2ccc(OC(C)=O)cc2)c1
30) CC(C(=O)Nc1ncc2c(n1)CC(C)(C)CC2=O)N1C(=O)c2ccccc2C1=O (stereo not drawn)
31) CCOC(=O)/C(=N/Nc1ccccc1)Sc1nnc(CCc2ccccc2)n1-c1ccccc1
32) O=C(CSc1nc2ccccc2o1)Nc1nc(-c2ccccc2)c(-c2ccccc2)s1

Screen / compound no.	25	26	27	28	29	30	31	32
TNAP act hi DEA	1	1	1	1	1	1.1	1	1
G6PDH counter	9	6	12	4	-27	4	20	-19
PMI act satM6P	0.9	1	1	1	0.9	0.9	0.9	0.9
HMGR II inh	-6	-5	-5	0	-2	-2	0	1
TNAP inh hi DEA	-2	4	-5	2	0	-10	0	-3
Diaphorase inh	17	13	-1	6	20	25	21	22
TNAP inh no acc	-10	5	-10	-5	-5	-11	-20	-13
FLuc stim CS	1	1	1	1	1	1	1	1
Diaphorase act	0.8	0.9	1	0.9	0.8	0.8	0.8	0.8
PMI act	0.9	1	0.9	1	0.9	1	0.8	0.9

33) CCCCC1OC23CCCCC2C(C#N)(C#N)C1(C#N)C(=N)O3 (stereo not drawn)
34) COc1ccc(C(=O)Nc2oc(-c3ccccc3)c(-c3ccccc3)c2C#N)cc1
35) O=C(NNC(=S)Nc1cccc(C(F)(F)F)c1)c1ccccc1Cl
36) Cc1ccc(C(=O)Nc2ccccc2C(=O)NCc2ccccc2)cc1
37) Cc1ccc(N2C(=O)/C(=C/c3cccnc3)SC2=S)cc1
38) Fc1ccc(-c2nnc3n2CCCCC3)cc1
39) Cc1ccccc1NC(=O)c1ccc(-c2ccc(Cl)cc2Cl)o1
40) CCN(CC)CCCN(Cc1cc2cc(OC)c(OC)cc2[nH]c1=O)C(=O)Nc1ccccc1

Screen / compound no.	33	34	35	36	37	38	39	40
TNAP act hi DEA	1.1	1	1.1	1	1	1	1	1.1
G6PDH counter	7	-7	1	-13	15	2	9	7
PMI act satM6P	0.6	0.9	1.1	0.9	1	1	0.9	1.1
HMGR II inh	-4	2	-4	-5	-9	-3	-5	-1
TNAP inh hi DEA	-6	-5	-6	2	-3	-1	-2	-6
Diaphorase inh	12	19	5	24	-2	7	20	-3
TNAP inh no acc	-7	-8	-174	-8	-4	5	11	-4
FLuc stim CS	1	1.1	1	1	1	1.1	1	1.1
Diaphorase act	0.9	0.8	0.9	0.8	1	0.9	0.8	1
PMI act	0.9	0.8	1.1	0.8	1	1	0.8	1

# Compound profiles (already shown).
# COc1ccc(C(=O)Nc2oc(-c3ccccc3)c(-c3ccccc3)c2C#N)cc1 is listed with TNAP act hi DEA: 1; G6PDH counter: -7; PMI act satM6P: 0.9; HMGR II inh: 2; TNAP inh hi DEA: -5; Diaphorase inh: 19; TNAP inh no acc: -8; FLuc stim CS: 1.1; Diaphorase act: 0.8; PMI act: 0.8
# Cc1ccc(N2C(=O)/C(=C/c3cccnc3)SC2=S)cc1 is listed with TNAP act hi DEA: 1; G6PDH counter: 15; PMI act satM6P: 1; HMGR II inh: -9; TNAP inh hi DEA: -3; Diaphorase inh: -2; TNAP inh no acc: -4; FLuc stim CS: 1; Diaphorase act: 1; PMI act: 1
# Cc1ccc(C(=O)Nc2ccccc2C(=O)NCc2ccccc2)cc1 is listed with TNAP act hi DEA: 1; G6PDH counter: -13; PMI act satM6P: 0.9; HMGR II inh: -5; TNAP inh hi DEA: 2; Diaphorase inh: 24; TNAP inh no acc: -8; FLuc stim CS: 1; Diaphorase act: 0.8; PMI act: 0.8

# Next entries.
41) NS(=O)(=O)c1ccc(NC(=O)c2ccc(CNS(=O)(=O)c3cc(C(F)(F)F)ccc3Cl)cc2)cc1
42) O=C(COC(=O)[C@@H]1CC(O)CN1S(=O)(=O)c1ccccc1[N+](=O)[O-])c1ccccc1 (stereo partly drawn)
43) CC(C)(C)NC(=O)c1ccc2c(c1)C1C3CCC(C3)C1C(c1ccccc1)N2 (stereo not drawn)
44) CCOC(=O)CSc1nnc([C@H](CC(C)C)NC(=O)OC(C)(C)C)o1
45) CCCc1ccc(OCc2ccc(C(=O)N/N=C/c3cccc([N+](=O)[O-])c3)o2)c(OC)c1
46) CSc1cccc(NC(=O)CSc2ccc(Cl)cc2)c1
47) CCC(=O)N=C1SC2CS(=O)(=O)CC2N1c1cccc(OC)c1 (stereo not drawn)
48) CCOC(=O)c1ccc(CNC(=O)c2cc(C(C)(C)C)oc2C)o1
49) O=c1c2ccccc2nc(SCc2ccccc2Cl)n1Cc1ccccc1
50) CCOC1(OCC)N=C(N)C2(C#N)C(c3ccc(NC(C)=O)cc3)C12C#N (stereo not drawn)
51) O=C(Cc1ccc(-c2ccccc2)cc1)NC(c1ccccc1)c1ccccc1

Screen / compound no.	41	42	43	44	45	46	47	48	49	50	51
TNAP act hi DEA	1.1	1	1	0.9	1	1.1	1	1	1	1	1
G6PDH counter	2	6	2	0	-1	-1	6	5	4	2	-9
PMI act satM6P	1	0.9	1	1	1	1	1	1	1	0.8	0.9
HMGR II inh	2	0	-1	-3	0	-2	-6	2	-4	-4	-3
TNAP inh hi DEA	-7	-2	-3	6	-3	-6	3	-2	0	-3	-2
Diaphorase inh	16	12	18	5	5	12	11	16	13	17	6
TNAP inh no acc	-6	-9	-14	-2	-11	-26	-6	0	-7	-7	-6
FLuc stim CS	1.1	1	1	1	1	1	1	1.1	1.1	1.1	1.1
Diaphorase act	0.8	0.9	0.8	0.9	0.9	0.9	0.9	0.8	0.9	0.8	0.9
PMI act	0.9	0.9	1	1.1	1	0.9	0.9	0.9	1	0.9	0.7

# Bioassay records: PubChem, several laboratories
